KCNK3 inh: human KCNK3 channel inhibition, primary screen | CHO-KCNK3 thallium flux, FluxOR fluorescence; hits give low values | O14649 | AID 602410 | 340,000 tested, 0.84% active | B-score at 10 µM;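 active means B-score under library mean minus 4 SD, starting fluorescence ratio at most library mean plus 5 SD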;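 further: more negative B-score means stronger inhibition of thallium flux through KCNK3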
TMEM16A act: activators or potentiators of mouse TMEM16A chloride channel | Q8BHY3 | HEK293 TMEM16A/YFP-H148Q/I152L, iodide quench fluorescence; hits give low values | B-score at 10 µM | 340,000 tested, 0.3% active;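 active means fluorescence-ratio B-score plate-corrected deviation score at least 3 library SD below zero, with starting fluorescence score within 5 deviations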;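 further: channel opened by trigger with iodide after compound preincubation; score built on the fluorescence ratio of max minus min over baseline; more negative score means more quench and so TMEM16A activation or potentiation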
SKKanGAS inh: inhibitors of SKKanGAS S. pyogenes growth in kanamycin (SK-promoter or general growth effect); BacTiter-Glo, 6 h; 300,000 tested, 1.3% active; inhibition, % at 7.5 µM;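 active means mean replicate score, as percent of positive control median, at least 50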;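 further: strain carries kanamycin resistance gene driven by streptokinase promoter and grows in 40 µg/ml kanamycin; loss of luminescence reflects streptokinase promoter inhibition or plain growth inhibition; 0% = median of DMSO wells and 100% = positive control at its reference dose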
KCNQ1 act: potentiators or activators of human KCNQ1 potassium channel; P51787; B-score at 10 µM; 310,000 tested, 0.35% active; CHO-K1 KCNQ1, thallium flux FluxOR fluorescence; hits give high values;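 active means fluorescence ratio B-score, a plate-corrected score, at least three library SD, with initial intensity B-score within 5 SD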
Target sequence (P51787 whole entry, looked up): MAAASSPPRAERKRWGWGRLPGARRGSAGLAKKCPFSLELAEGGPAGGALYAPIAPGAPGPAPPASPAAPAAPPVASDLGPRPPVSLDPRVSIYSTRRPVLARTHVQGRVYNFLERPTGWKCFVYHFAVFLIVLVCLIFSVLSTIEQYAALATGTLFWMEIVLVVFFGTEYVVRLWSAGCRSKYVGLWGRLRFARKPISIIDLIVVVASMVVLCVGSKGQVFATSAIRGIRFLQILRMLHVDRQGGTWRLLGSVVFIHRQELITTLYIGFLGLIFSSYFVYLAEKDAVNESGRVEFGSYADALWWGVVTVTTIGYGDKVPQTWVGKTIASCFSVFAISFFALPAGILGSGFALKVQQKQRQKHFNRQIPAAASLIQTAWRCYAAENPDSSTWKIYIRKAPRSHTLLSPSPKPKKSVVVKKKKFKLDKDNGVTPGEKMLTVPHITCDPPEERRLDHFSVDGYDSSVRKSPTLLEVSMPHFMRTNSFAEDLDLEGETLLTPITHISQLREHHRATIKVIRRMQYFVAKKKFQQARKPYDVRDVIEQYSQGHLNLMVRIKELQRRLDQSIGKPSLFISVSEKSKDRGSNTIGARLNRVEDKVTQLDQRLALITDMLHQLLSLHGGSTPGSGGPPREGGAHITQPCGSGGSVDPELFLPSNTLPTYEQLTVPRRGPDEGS
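assay system = CHO-K1 cells stably expressing KCNQ1 | medium = assay buffer, equal DMSO in all wells | timing = 37 °C overnight plating, 90-min dark dye load, 20-min compound pretreatment | measured by = kinetic FluxOR thallium fluorescence, 10-s 1-Hz baseline, 110-s post-stimulus read | measure = fluorescence change relative to baseline, converted to B score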
KCNK9 inh: blocks the human KCNK9 two-pore domain potassium channel. B-score at 10 µM. Q9NPC2. 310,000 tested, 1.2% active. HEK293 KCNK9, FluxOR thallium flux fluorescence; hits give low values;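 active means ratio B-score over 3 SD below the library mean, with starting fluorescence within 5 SD of its mean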;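 further: negative B-score means less thallium flux so channel inhibition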
Target sequence (Q9NPC2 whole entry, looked up, the tested form may be a part): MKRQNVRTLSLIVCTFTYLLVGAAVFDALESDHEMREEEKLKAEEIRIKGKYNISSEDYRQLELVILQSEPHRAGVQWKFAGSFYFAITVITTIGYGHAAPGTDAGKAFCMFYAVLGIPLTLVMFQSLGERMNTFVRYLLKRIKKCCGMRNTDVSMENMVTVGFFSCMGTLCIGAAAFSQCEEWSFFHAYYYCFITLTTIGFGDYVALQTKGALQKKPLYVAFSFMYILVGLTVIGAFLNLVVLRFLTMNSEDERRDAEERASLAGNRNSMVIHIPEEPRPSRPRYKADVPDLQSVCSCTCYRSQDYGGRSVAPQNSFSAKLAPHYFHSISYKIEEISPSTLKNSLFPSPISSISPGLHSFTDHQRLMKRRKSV
hERG rescue: shields human hERG channel from block by proarrhythmic agents | 310,000 tested, 0.51% active | Q12809 | AID 1511 | activation (rescue from dofetilide block), less the hit threshold, % at 10 µM | CHO-hERG, FluxOR thallium flux, dofetilide IC70 present;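 active means activation above the mean of controls blocked by dofetilide plus 5 SD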;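 further: thallium influx through hERG after potassium depolarization seen as dye fluorescence rise; in these data hits start at about 4.7%; inactives centre near -7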
RGS4 pot: RGS4 potentiation or activation | HEK293 M3R/inducible RGS4, carbachol calcium flux Fluo4; hits give low values | AID 463111 | 310,000 tested, 0.92% active | B-score at 10 µM;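 active means B-score of the integrated calcium signal more than 4 SD below the library mean, with starting fluorescence not abnormally high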;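 further: negative B-score means reduced calcium response which marks RGS4 activation or potentiation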
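System – HEK293 FlpIn-TREx cells, stable M3R, doxycycline-inducible RGS4 · Reagent – ECmax carbachol challenge · Times – compound preincubation 20 min at room temperature before agonist · Technique – Fluo4 fluorescence kinetic imaging of calcium · Measure – B score of integrated Fluo4 ratio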
KCNQ1 inh: human KCNQ1 channel inhibition; B-score at 10 µM; 310,000 tested, 1.3% active; P51787; AID 2642; CHO-K1 KCNQ1, FluxOR thallium flux fluorescence; hits give high values;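 active means compounds whose thallium flux B-score, printed positive for inhibition, exceeds three library SD while starting fluorescence stays within three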;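 further: channel opened by potassium depolarization with thallium stimulus after 20 min compound exposure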
HDAC3 inhib: human HDAC3 inhibition; O15379; recombinant HDAC3, fluorogenic peptide/trypsin coupled, fluorescence; inhibition, % at 8.3 µM; 320,000 tested, 0.15% active; AID 2718; in the data active means inhibition above about 26%, passing the limit was not always enough
ANO1 block: mouse TMEM16A channel inhibition, primary screen; HEK293 TMEM16A/YFP iodide influx fluorescence, ionomycin; normalized B-score (activity score, 25-100; higher = stronger inhibition) at 10 µM; 310,000 tested, 1.2% active; AID 588511;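 active means ratio plate-corrected score three or more library SD toward inhibition, starting fluorescence score within five deviations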;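 further: score derived from kinetic fluorescence span divided by baseline fluorescence per well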
RGS4 inh: inhibitors of human RGS4 | B-score at 10 µM | AID 463165 | HEK293 M3R/RGS4 inducible, Fluo-4 calcium flux; hits give high values; triggered by carbachol at its EC20 | 310,000 tested, 0.45% active;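 active means B-score, a plate-corrected calcium signal, over three deviations above library mean, with baseline fluorescence within five deviations of library mean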;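 further: RGS4 expression induced by doxycycline in cells with stable M3 receptor; B-score is computed from the integrated fluorescence ratio over baseline after carbachol; higher B-score means a larger calcium signal and so more RGS4 inhibition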
The depositor's hits bear a star; i = inactive; x = no result given. Outcome played no part in choosing rows; about 6.3% have a hit in one of these screens.

SMILES	KCNK3 inh	TMEM16A act	SKKanGAS inh	KCNQ1 act	KCNK9 inh	hERG rescue	RGS4 pot	KCNQ1 inh	HDAC3 inhib	ANO1 block	RGS4 inh
O=C(CSc1n[nH]c(=O)n1C1CC1)c1ccc2c(c1)OCCO2	i	i	-14	i	i	-9	i	i	8	i	i
CCOC(=O)c1cc(-c2ccc(F)cc2)n(CC(=O)NCc2ccccn2)c1C	i	i	-1	i	i	-8	i	i	8	i	i
Cc1cccc(C)c1NC(=O)CSc1nnc(C2CCCCC2)o1	i	i	-1	i	i	-4	i	i	-2	i	i
O=c1[nH]c2ccccc2c2cn(-c3ccccc3)nc12	i	i	-7	i	i	-3	i	i	-15	i	i
COC(=O)c1ccc(NC(=O)NC2CCCCC2)cc1	i	i	0	i	i	-7	i	i	-14	i	i
O=C(NC(Cc1c[nH]c2ccccc12)C(=O)O)c1ccco1 (stereo not drawn)	i	i	3	i	i	3	i	i	0	i	i
COc1ccc(S(=O)(=O)N(C)c2ccc(C(=O)NCCC(C)C)cc2)cc1	i	i	6	i	i	-12	i	i	1	i	i
O=c1cc(CSc2nnc(-c3ccco3)o2)c2ccccc2[nH]1	i	x	-7	i	i	-13	i	i	8	i	i
Cc1cc(=O)n2[nH]c(-c3cccc(Cl)c3)cc2n1	i	i	-2	i	i	-9	i	i	2	i	i
C/C(=N\OC(=O)c1ccccc1F)c1nccs1	i	i	4	i	i	-1	i	i	1	i	i
COc1ccc(NC(=O)Cn2cc(C(=O)c3ccco3)c3ccccc32)cc1	i	i	4	i	i	-8	i	i	4	i	i
CC(C)(CO)CNC(=O)c1ccc(OC2CCN(C(=O)C3CC3)CC2)cc1	i	i	4	i	i	-11	i	i	8	i	i
Cc1csc2c(N3CCN(C(=O)NC(C)(C)C)CC3)ncnc12	i	i	1	i	i	-5	i	i	-1	i	i
O=C(O)CC(NC(=O)C(c1ccccc1)c1ccccc1)c1cccc([N+](=O)[O-])c1 (stereo not drawn)	i	i	-1	i	i	-4	i	i	10	i	i
O=C(CSc1nc2[nH]ncc2c(=O)n1-c1ccccc1Br)NCc1ccccc1Cl	i	i	8	i	i	-13	i	i	4	i	i
Cc1ccc(C)c(N2CCN(C(=O)c3ccc4nsnc4c3)CC2)c1	i	i	5	i	i	-4	i	i	0	i	i
O=C(COC(=O)C1(c2ccccc2F)CCCC1)Nc1ncc(C(F)(F)F)cc1Cl	i	i	3	i	i	-9	i	i	10	i	i
COc1ccc(Cn2nc(C(=O)O)c3ccccc3c2=O)cc1F	i	i	-1	i	i	-2	i	i	-1	i	i
O=C(CN1C(=O)NC(c2ccccc2)(c2ccccc2)C1=O)Nc1ccc2[nH]c(=O)[nH]c2c1	i	i	-1	i	i	-6	i	i	-1	i	i
CCOc1ccc(N(CC(=O)N2CCOCC2)S(=O)(=O)c2ccc(Cl)cc2)cc1	i	i	0	i	i	-5	i	i	6	i	i
CCOc1nc(C)cc(COC)c1C(N)=O	i	i	x	i	i	-2	i	i	5	i	i
O=C(c1cc2c(s1)-c1ccccc1OC2)N1CCN(c2ccccc2)CC1	i	i	18	i	i	-6	i	i	-6	i	i
O=C(O)C1C2CCC(C2)C1C(=O)NCCC1=CCCCC1 (stereo not drawn)	i	i	-3	i	i	-2	i	i	3	i	i
CCCOc1ccc(CCC(=O)N/N=C/c2ccc([N+](=O)[O-])o2)cc1	i	i	11	i	i	-6	i	i	3	i	i
COc1ccc(NC(=O)C(NC(=O)OC(C)(C)C)C(C)OCc2ccccc2)cc1 (stereo not drawn)	i	i	-14	i	i	-14	i	i	3	i	i
OCc1nc2ccccc2n1/N=C/c1cccs1	i	i	-2	i	i	-9	i	i	-5	i	i
COc1ccccc1C(=O)Nc1cc(C)c(OCC(=O)N2CCOCC2)c(C)c1	i	i	-1	i	i	-6	i	i	x	i	i
COc1cccc(/C=C2\CC(C)Cc3c2nc2ccccc2c3C(=O)O)c1OC (stereo not drawn)	i	i	8	i	i	-5	i	i	0	i	i
CSCCC(NC(=O)/C(=C\c1ccco1)NC(=O)c1ccco1)C(=O)O (stereo not drawn)	i	i	4	i	i	-1	i	i	-4	i	i
COc1ccc(CCC(=O)NNC(=O)c2ccc(OC)cc2)cc1	i	i	0	i	i	-9	i	i	-5	i	i

A second format for part of the listing above:
Values run as follows: KCNK3 inh	TMEM16A act	SKKanGAS inh	KCNQ1 act	KCNK9 inh	hERG rescue	RGS4 pot	KCNQ1 inh	HDAC3 inhib	ANO1 block	RGS4 inh
- O=c1cc(CSc2nnc(-c3ccco3)o2)c2ccccc2[nH]1
    i	x	-7	i	i	-13	i	i	8	i	i
- O=C(O)CC(NC(=O)C(c1ccccc1)c1ccccc1)c1cccc([N+](=O)[O-])c1 (stereo not drawn)
    i	i	-1	i	i	-4	i	i	10	i	i
- COc1cccc(/C=C2\CC(C)Cc3c2nc2ccccc2c3C(=O)O)c1OC (stereo not drawn)
    i	i	8	i	i	-5	i	i	0	i	i

Next section:
SMILES	KCNK3 inh	TMEM16A act	SKKanGAS inh	KCNQ1 act	KCNK9 inh	hERG rescue	RGS4 pot	KCNQ1 inh	HDAC3 inhib	ANO1 block	RGS4 inh
COc1ccc(-c2[nH]ncc2CN(C)CC2CCCCO2)cc1F (stereo not drawn)	i	i	-2	i	i	-9	i	i	2	i	i
CCC(=O)Nc1ccc2c(c1)nc(CN1CCN(C(C)=O)CC1)n2C	i	i	-1	i	i	-2	i	i	6	i	i
Cc1onc(-c2ccccc2)c1C(=O)N/N=C/C=C/c1ccccc1	i	i	21	i	i	-9	i	i	-2	i	i
COc1cc(NC(=O)c2cc3nc(C4CC4)cc(C(F)(F)F)n3n2)c(OC)cc1Cl	i	i	-1	i	i	-10	i	i	0	i	i
CCOC(=O)CSc1nnc(Cn2c(=O)sc3ccccc32)n1-c1ccccc1C	i	i	3	i	i	-11	i	i	7	i	i
CC(NC(=O)CCC(=O)NC(C)C1COc2ccccc2O1)C1COc2ccccc2O1 (stereo not drawn)	i	i	-2	i	i	-5	i	i	1	i	i
O=c1[nH]c(/C(Cl)=C/c2cccc(C(F)(F)F)c2)nc2cc(Cl)ccc12	i	i	0	i	i	-7	i	i	x	i	i
COCCNc1cc(-c2ccccc2)nc2cc(-c3cccc(F)c3)nn12	-8.7*	i	20	i	-9.7*	-8	-7.6*	i	2	i	i
CCCSc1nc(=S)n(Cc2ccccc2)c(C)c1C(C)=O	i	i	1	i	-13*	-5	i	i	4	i	i
O=[N+]([O-])c1ccccc1S(=O)(=O)Oc1ccc(/C=N/n2cnnc2)cc1	i	i	2	i	i	-15	i	i	-3	i	i
CCCC(=O)Nc1ccccc1NC(=O)c1ccc(OCC)c(OCC)c1	i	i	-6	i	i	-8	i	i	3	i	i
O=C(Nc1cccc(S(=O)(=O)N2CCCCC2)c1)C1CC(=O)N(c2ccc3c(c2)OCCO3)C1 (stereo not drawn)	i	i	1	i	i	-9	i	i	7	i	i
COc1ccc(CNS(=O)(=O)c2ccc3c(c2)CCN3C(=O)C2CCC2)cc1	i	i	-1	i	i	-12	i	i	8	i	i
O=C1CSC(c2ccc(Cl)cc2)N1C1CCCCC1 (stereo not drawn)	i	i	2	i	i	-11	i	i	-5	i	i
CSc1nc(N)nc(C2CC2)n1	i	i	-5	i	i	2	i	i	-3	i	i
Cc1nnsc1C(=O)NNC(=O)c1cccc2ccccc12	i	i	-5	i	i	-2	i	i	2	i	i
CCC1SC(CC)C(=O)N(CC(=O)Nc2ccc3c(c2)OCO3)C1=O (stereo not drawn)	i	i	4	i	i	-4	i	i	-6	i	i
Cc1ccc(C(=O)NCc2ccc3c(c2)OCO3)cc1	i	i	8	i	i	-8	i	i	5	i	i
O=S(=O)(Nc1ccc(-c2ccc3nncn3n2)cc1)c1cc(F)ccc1F	i	i	26	i	i	-11	i	i	5	i	i
CC(C)[C@H](NC(=O)C1CCN(S(=O)(=O)c2ccccc2)CC1)C(=O)NCc1ccncc1	i	i	-11	i	i	-12	i	i	2	i	i
CC(C)c1ccccc1NC(=O)COC(=O)/C=C/c1cccc([N+](=O)[O-])c1	i	i	-15	i	i	-8	i	i	-7	i	i
COC(=O)Cc1ccc(NC(=S)NN2CCOCC2)cc1	i	i	0	i	i	-4	i	i	-3	i	i
O=C(N/N=C/C=C/c1ccccc1[N+](=O)[O-])c1cc(-c2cccnc2)nc2ccccc12	i	i	5	i	i	-13	i	i	0	i	i
CN1CCN(/N=C/c2ccc(OCc3ccccc3)cc2)CC1	i	i	11	i	i	-11	i	i	-2	i	i
CCOC(=O)C1CCCN(C(=O)CCCn2nc(C)n3c(cc4sccc43)c2=O)C1 (stereo not drawn)	i	i	-1	i	i	-14	i	i	18	i	i
COc1cccc(C(O)C2OC(=O)c3ccccc32)c1OC (stereo not drawn)	i	i	2	i	i	-13	i	i	-1	i	i
COC(=O)C1=C(N)Oc2cc(C)n(CCN3CCOCC3)c(=O)c2C1c1cccnc1 (stereo not drawn)	i	i	0	i	i	-18	i	i	-8	i	i
CCCCC(=O)NC(c1cccs1)c1cc(Cl)c2cccnc2c1O (stereo not drawn)	i	i	67*	i	i	-19	i	i	4	i	i
COc1ccc(-n2c(CNC(=O)COc3ccc(Cl)cc3Cl)n[nH]c2=S)cc1	i	i	-5	i	i	2	i	i	7	i	i
O=C(NCc1ccccc1)c1cc(=O)c2ccccc2o1	i	i	-8	i	i	-7	i	i	-1	i	i
Cc1cccc(NC(=O)CCSc2nncn2C)c1	i	i	-1	i	i	-10	i	i	-1	i	i
COc1ccc(OCC(=O)O/N=C(\N)c2ccc(OC)c(OC)c2)cc1	i	i	-7	i	i	-7	i	i	4	i	i
C=CCn1c(C)c(C(C)=O)c(SC)nc1=S	i	i	-13	i	i	-15	i	i	6	i	i
CC1(C)CC(NCc2ccc3c(c2)OCO3)CCO1 (stereo not drawn)	i	i	-5	i	i	-4	i	i	-5	i	i
CC1CCCN(C(=O)C2CCN(Cc3ccc4c(c3)OCO4)CC2)C1 (stereo not drawn)	i	i	1	i	i	-13	i	i	-5	i	i
CN(C)C(CNC(=O)c1ccc(S(=O)(=O)Nc2ccccc2F)cc1)c1ccccc1 (stereo not drawn)	i	i	-1	i	i	-10	i	i	-6	i	i
